RGS4 pot: potentiators or activators of RGS4 | HEK293 M3R/inducible RGS4, carbachol calcium flux Fluo4; hits give low values | B-score at 10 µM | actives 0.92% (n = 310,000);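 active means B-score of the integrated calcium signal more than 4 SD below the library mean, with starting fluorescence not abnormally high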;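 further: negative B-score means reduced calcium response which marks RGS4 activation or potentiation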
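Reagent: ECmax carbachol challenge; Test system: M3R-expressing HEK293 line, RGS4 induced by doxycycline; Schedule: overnight RGS4 induction, 30 min dye load 37 °C, 20 min compound RT; Detection: calcium dye Fluo4 fluorescence; Read-out: Agonist-evoked peak-minus-minimum fluorescence over baseline, integrated ratio, B score.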
Dyrk1A ADPGlo: Dyrk1A (rat) kinase inhibition. Q63470. ADP-Glo luminescence, NFATc1 peptide. inhibition, % at 12.5 µM. actives 0.43% (n = 310,000); in the data active means inhibition above about 50%;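 further: plate controls were vehicle with enzyme for no effect and no enzyme for full effect; many of its hits are not listed in these tables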
KCNK9 block: blocks the human KCNK9 two-pore domain potassium channel. B-score at 10 µM. HEK293 KCNK9, FluxOR thallium flux fluorescence; hits give low values. actives 1.2% (n = 310,000);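 active means ratio B-score over 3 SD below the library mean, with starting fluorescence within 5 SD of its mean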;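 further: negative B-score means less thallium flux so channel inhibition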
GSK3B inh: blocks human GSK3beta kinase activity | AID 2097 | GST-GSK3beta kinase, ADP-Glo luminescence, 60 min; hits give low values | P49841 | activity score (negative = inhibition), % at 10 µM | actives 0.038% (n = 300,000);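 active means more than half of replicate wells score below -50%, meaning over 50% inhibition versus plate controls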;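 further: 0% = median DMSO wells and -100% = median GW8510 positive control wells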
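Test system: GST-tagged human GSK3beta kinase, cell-free; evaluation: activity score scaled between in-plate DMSO and GW8510 controls; measured by: ADP-Glo luminescence; incubation: 60 min reaction, RT; benchmarks: DMSO and 20 µM GW8510; reagent: peptide substrate plus 25 µM ATP (final); medium: Tris/MgCl2 kinase buffer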
RGS4 block: human RGS4 inhibition; AID 463165; actives 0.45% (n = 310,000); P49798; B-score at 10 µM; HEK293 M3R/RGS4 inducible, Fluo-4 calcium flux; hits give high values; triggered by carbachol at its EC20;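 active means B-score, a plate-corrected calcium signal, over three deviations above library mean, with baseline fluorescence within five deviations of library mean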;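 further: RGS4 expression induced by doxycycline in cells with stable M3 receptor; B-score is computed from the integrated fluorescence ratio over baseline after carbachol; higher B-score means a larger calcium signal and so more RGS4 inhibition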
Target sequence (P49798 whole entry, looked up): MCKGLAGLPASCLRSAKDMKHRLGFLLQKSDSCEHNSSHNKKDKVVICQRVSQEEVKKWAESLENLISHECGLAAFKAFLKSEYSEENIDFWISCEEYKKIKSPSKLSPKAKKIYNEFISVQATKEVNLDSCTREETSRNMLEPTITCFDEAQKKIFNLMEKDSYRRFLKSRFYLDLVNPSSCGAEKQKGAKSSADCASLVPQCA
KCNQ1 pot: potentiators or activators of human KCNQ1 potassium channel; P51787; CHO-K1 KCNQ1, thallium flux FluxOR fluorescence; hits give high values; B-score at 10 µM; actives 0.35% (n = 310,000);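 active means fluorescence ratio B-score, a plate-corrected score, at least three library SD, with initial intensity B-score within 5 SD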
Target sequence (P51787 whole entry, looked up): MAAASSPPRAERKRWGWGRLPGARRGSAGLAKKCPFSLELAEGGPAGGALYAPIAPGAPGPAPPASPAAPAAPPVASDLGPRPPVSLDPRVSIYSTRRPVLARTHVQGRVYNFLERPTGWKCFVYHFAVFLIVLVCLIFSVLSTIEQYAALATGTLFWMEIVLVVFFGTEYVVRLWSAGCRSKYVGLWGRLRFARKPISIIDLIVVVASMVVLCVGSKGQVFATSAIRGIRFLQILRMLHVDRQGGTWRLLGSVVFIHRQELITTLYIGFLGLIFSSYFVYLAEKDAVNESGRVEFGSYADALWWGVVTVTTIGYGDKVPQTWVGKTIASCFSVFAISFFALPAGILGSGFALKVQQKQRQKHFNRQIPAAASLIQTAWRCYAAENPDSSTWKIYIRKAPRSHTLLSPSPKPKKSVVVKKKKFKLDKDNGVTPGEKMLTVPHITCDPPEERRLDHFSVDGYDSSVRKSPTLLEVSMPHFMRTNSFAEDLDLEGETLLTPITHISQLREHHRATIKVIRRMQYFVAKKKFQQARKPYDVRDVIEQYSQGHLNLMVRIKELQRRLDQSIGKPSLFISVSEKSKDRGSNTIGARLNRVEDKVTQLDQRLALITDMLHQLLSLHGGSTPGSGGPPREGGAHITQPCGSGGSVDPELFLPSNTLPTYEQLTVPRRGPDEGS
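assay system = KCNQ1-transfected CHO-K1 cells | medium = assay buffer with matched DMSO | probe or stimulus = depolarizing K+/Tl+ stimulus, K2SO4 and Tl2SO4 each 12.5 mM in 5x stock | dosing = single dose | incubation = dye 90 min, compound 20 min, room temperature | detection = kinetic FluxOR fluorescence, 10 s baseline plus 110 s post-stimulus | evaluation = ratio B score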
KCNK3 inh: human KCNK3 channel inhibition, primary screen. O14649. CHO-KCNK3 thallium flux, FluxOR fluorescence; hits give low values. B-score at 10 µM. actives 0.84% (n = 340,000). AID 602410;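 active means B-score under library mean minus 4 SD, starting fluorescence ratio at most library mean plus 5 SD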;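 further: more negative B-score means stronger inhibition of thallium flux through KCNK3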
PolyA inhibitor: blocks polyadenylation in yeast reporter cells | S. cerevisiae SKY197-pL101 polyadenylation reporter, beta-gal luminescence; efflux-impaired pdr1/pdr3 knockout yeast; score 100 = 6 SD above DMSO | calls only at 12 µM | actives 0.02% (n = 300,000) | AID 1875;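 active means lowest replicate activity score at least 50, where 100 means six control SD above control mean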;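 further: yeast exposed to compound for 9 h at 30 °C; higher score means more reporter readthrough which indicates perturbed polyadenylation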
GSK3 alpha inh: blocks human GSK-3 alpha kinase | P49840 | ADP-Glo luminescence, 60 min | inhibition, % at 10 µM | actives 0.1% (n = 320,000);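 in the data active means inhibition above about 50%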;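 further: GST-tagged GSK-3 alpha with peptide substrate and 25 µM ATP; 0% = DMSO neutral wells and 100% = GW8510 positive control wells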
KCNQ1 block: blocks the human KCNQ1 potassium channel. CHO-K1 KCNQ1, FluxOR thallium flux fluorescence; hits give high values. B-score at 10 µM. actives 1.3% (n = 310,000). AID 2642;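 active means compounds whose thallium flux B-score, printed positive for inhibition, exceeds three library SD while starting fluorescence stays within three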;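 further: channel opened by potassium depolarization with thallium stimulus after 20 min compound exposure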
hERG rescue: shields human hERG channel from block by proarrhythmic agents; Q12809; CHO-hERG, FluxOR thallium flux, dofetilide IC70 present; activation (rescue from dofetilide block), less the hit threshold, % at 10 µM; actives 0.51% (n = 310,000); AID 1511;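 active means activation above the mean of controls blocked by dofetilide plus 5 SD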;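 further: thallium influx through hERG after potassium depolarization seen as dye fluorescence rise; in these data hits start at about 4.7%; inactives centre near -7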
An asterisk follows results filed as active; i = inactive; · = no result given. An excerpt. The share of hits here may be higher or lower than overall.

SMILES	RGS4 pot	Dyrk1A ADPGlo	KCNK9 block	GSK3B inh	RGS4 block	KCNQ1 pot	KCNK3 inh	PolyA inhibitor	GSK3 alpha inh	KCNQ1 block	hERG rescue
O=[N+]([O-])c1ccc(NCc2ccccc2)nc1	i	-2	i	-3	i	i	i	i	9	i	-8
Nn1cnc2sc3c(c2c1=O)CCC3	i	0	i	2	i	i	i	i	-2	i	-11
COC(=O)CC(CP(=O)(O)CN(C)C=O)C(=O)OC (stereo not given)	i	-5	i	1	i	i	i	i	-1	i	-4
CCOc1ccccc1N(CC(=O)Nc1ccc(OC)c(OC)c1)S(=O)(=O)c1ccccc1	i	·	i	-3	i	i	i	i	-2	i	-2
Cc1ccc(C(=O)NC(=S)Nc2ccc3[nH]c(=O)[nH]c3c2)cc1	i	2	i	2	i	i	i	i	4	i	-4
COc1ccc(/C=N/NC(=O)CN2CCS(=O)(=O)CC2)cc1	i	-3	i	-3	i	i	i	i	1	i	-4
Cn1c(=O)c2c(ncn2CC(=O)N2CCN(c3ccc([N+](=O)[O-])cc3)CC2)n(C)c1=O	i	1	i	-4	i	i	i	i	-1	i	-9
CC(=O)C(Sc1nnnn1-c1ccccc1)C(C)=O	i	·	i	1	i	i	i	i	2	i	1
Cc1ccccc1C(=O)OCn1nnc2ccccc2c1=O	i	0	i	1	i	i	i	i	-1	i	-13
O=C(NCc1ccccc1)c1nc(S(=O)(=O)Cc2ccccc2)ncc1Cl	i	0	i	-2	i	i	i	i	0	i	-18
N#CC1(NC(=O)COC(=O)c2cccc(-n3cnnn3)c2)CCCCC1	i	2	i	0	i	i	i	i	-1	i	-16
COc1ccc(CCNC(=O)CN2C(=O)CCSc3ccccc32)c(OC)c1	i	3	i	1	i	i	i	i	-3	i	1
CCc1ccc(Sc2cc(C(=O)NCCN3CCOCC3)c3ccccc3n2)cc1	i	-2	i	2	i	i	i	i	-1	i	-10
Cc1cc(Nc2cc(F)ccc2C)n2nc(C)nc2n1	i	13	i	-2	i	i	i	i	1	i	-5
COc1ccc(S(=O)(=O)N2CCOC2CNC(=O)C(=O)NCc2ccc(F)cc2)cc1 (stereo not given)	i	-10	i	1	i	i	i	i	-3	i	-6
CC(C)=C(NC(=O)c1ccccc1)C(=O)NC(Cc1ccccc1)C(=O)O (stereo not given)	i	7	i	1	i	i	i	i	-1	i	-3
Cc1ccc(N(C)S(=O)(=O)c2cccc(C(=O)Oc3ccc4c(C)cc(=O)oc4c3)c2)cc1	i	-8	i	3	i	i	i	i	-1	i	-2
Cc1ccc(Cn2nnnc2CN2CCC(NC(=O)c3ccccc3F)CC2)cc1	i	2	i	1	i	i	i	i	0	i	-3
CCN(CC)CCNc1nc2ccccc2n1C	i	6	i	1	i	i	i	i	1	i	-8
CCCn1nc(C(=O)OCn2nnc3ccccc3c2=O)c2ccccc2c1=O	i	-4	i	2	i	i	i	i	-2	i	-7
COc1ccccc1N1CCN(C2CCCC(C)C2)CC1 (stereo not given)	i	3	i	3	i	i	i	i	-2	i	4
Cc1ccc(SC/C(O)=C(\C#N)c2nc3ccccc3n2C)cc1	i	12	i	-1	i	i	i	i	6	i	-6
CC(=O)N=c1n(C)c2ccccc2n1CCOc1ccccc1	i	-10	i	-4	i	i	i	i	-5	i	-10
CCc1cc2c(CN3CCN(CCO)CC3)cc(=O)oc2cc1O	i	17	i	-20	i	i	i	i	15	i	-11
CC(C)N1C(=S)SC(C)(C)C1NO (stereo not given)	i	2	i	-3	i	i	i	i	-2	i	-6
C/C=C/c1ccc(OCCOCCNCc2ccccc2)c(OC)c1	i	-1	i	1	i	i	i	i	4	i	-12
Cc1ccc2cc(CN(CC3CCCO3)C(=S)NCc3ccco3)c(=O)[nH]c2c1C (stereo not given)	i	-2	i	-2	i	i	i	i	·	i	-15
Cc1cc2nc(-c3ccc(SCc4ccc(C#N)cc4)nc3)[nH]c2cc1C	i	-6	i	1	i	i	i	i	-4	i	-7
Cc1[nH]c2ccccc2c1C(=O)CN1C(=O)C(=O)N(C2CCCC2)C1=O	i	1	i	2	i	i	i	i	-1	i	-11
O=c1cnnc(Nc2cccc(F)c2)[nH]1	i	24	i	-1	i	i	i	i	-1	i	-8
Cc1cc(N)ccc1-n1c(C)ccc1C	i	-2	i	4	i	i	i	i	·	i	-9
CC(C)CN1C(=O)C(=O)N(CC(=O)N2CCC(Cc3ccccc3)CC2)C1=O	i	11	i	-1	i	i	i	i	-1	i	-9
Cc1cc(C)c2cc(C#N)c(NCCCNC(=O)CCC(=O)O)nc2c1	i	3	i	-3	i	i	i	i	·	i	-4
O=C(C1Cc2ccccc2CN1S(=O)(=O)c1ccc(F)cc1)N1CCOCC1 (stereo not given)	i	-1	i	-4	i	i	i	i	-3	i	-7
O=C(COc1ccccc1)Nc1ccc2c(c1)C(=O)N(CC1CCCO1)C2=O (stereo not given)	i	-11	i	-28	i	i	i	i	-3	i	-3
COc1ccccc1CNC(=O)COC(=O)c1ccc(Cl)c(N)c1	i	1	i	1	i	i	i	i	-1	i	-9
CCCCCCN(C(=O)CCCCCN1C(=O)NC(c2ccc(-c3ccccc3)cc2)C(C(=O)OCc2ccccc2)=C1C)C(C(=O)NCCCC)c1ccc(-c2ccccc2)cc1 (stereo not given)	i	·	i	4	i	i	·	i	·	i	-8
Cc1cccc(C(=O)NNC(=S)NC(=O)c2cccs2)c1	-7.1*	-1	i	-5	i	i	i	i	-1	i	-4
O=c1cc(CN2CCC(Cc3ccccc3)CC2)nc2sccn12	i	2	i	0	i	i	i	i	10	i	-12
CCOC(=O)Cn1nc(C)n(-c2ccc(C(C)C)cc2)c1=O	i	3	i	-1	i	i	i	i	-2	i	-11
O=C1c2ccccc2CCC12N=NCC2c1ccccc1 (stereo not given)	i	-4	i	-2	i	i	i	i	1	i	-14
CCOC(=O)C1CCN(C(=O)C2COc3ccccc3O2)CC1 (stereo not given)	i	-8	i	18	i	i	i	i	11	i	-7
CCN1c2ccccc2NC2C1C(C(C)=O)C(=O)N2c1ccc(Cl)cc1 (stereo not given)	i	4	i	6	i	i	i	i	0	i	-3
COc1ccc2[nH]c(=O)c(CN(CC3CCCO3)C(=O)Nc3ccccc3OC)cc2c1 (stereo not given)	i	-3	i	1	i	i	i	i	·	i	-30
Cc1sc(NC(=O)c2ccc(OCC(C)C)cc2)c(C(N)=O)c1-c1ccc(Cl)cc1Cl	i	-7	i	-2	i	i	i	i	-1	i	-7
O=C(O)CCC(NC(=O)C1CCCN1C(=O)OCc1ccccc1)C(=O)O (stereo not given)	i	-1	i	-1	i	i	i	i	-5	i	-1
COc1ccc(NS(=O)(=O)c2ccc(NC(=S)NC(=O)CC(C)C)cc2)cc1	i	2	i	2	i	i	i	i	7	i	-8
CCCCN(C)CCCNC(=O)c1cc(-c2cccs2)nc2ccccc12	i	3	i	1	i	i	i	i	0	i	-12
O=C(Nc1ccc(N2CCOCC2)cc1Cl)C1CCN(C(=O)OCc2ccccc2)CC1	i	·	i	-1	i	i	i	i	-1	i	-7
O=C(NCCc1c[nH]c2ccccc12)C1CCN(S(=O)(=O)c2ccccc2F)CC1	i	-3	i	1	i	i	i	i	1	i	-3

(more compounds)
SMILES	RGS4 pot	Dyrk1A ADPGlo	KCNK9 block	GSK3B inh	RGS4 block	KCNQ1 pot	KCNK3 inh	PolyA inhibitor	GSK3 alpha inh	KCNQ1 block	hERG rescue
Cc1ccc(-c2nc(-c3nccc4ccccc34)oc2-c2ccccc2)cc1	i	-6	i	-1	i	i	i	i	0	i	-6
COC(=O)c1cc(-c2ccccc2)on1	i	-1	i	6	i	i	i	i	-2	i	-5
CCCCOC(=O)CN1C(=O)c2ccc(C(=O)OCCCC)cc2C1=O	i	-1	i	1	i	i	i	i	·	i	-9
CCOc1ccc(C(=O)NCC(=O)OCc2c(C)noc2C)cc1	i	-5	i	-27	i	i	i	i	2	i	-9
CCOc1ccc(NS(=O)(=O)c2ccc3c(c2)N(C(C)=O)CCS3)cc1	i	2	i	2	i	i	i	i	6	i	-13
CCc1ccc(C2c3[nH]c4ccccc4c3CCN2C(=O)c2cc[n+]([O-])cc2)cc1 (stereo not given)	i	17	i	1	i	i	i	i	-3	i	-16
CCN1C(=O)[C@@H]2[C@@H](c3ccc(-c4cccc(Cl)c4)c(OC)c3)N3CCCC[C@@]3(C(=O)OC)[C@@H]2C1=O	i	5	i	1	i	i	i	·	0	i	-13
CCOC(=O)C(=O)Nc1nnc(C2CCCCC2)s1	i	-1	i	3	i	i	i	i	0	i	-9
COC(=O)[C@@H](NC(=O)NCCC1=CCCCC1)C(C)C	i	1	i	4	i	i	i	i	-1	i	-5
CCCc1cc(-n2ccnc2)n2c(nc3ccccc32)c1C#N	i	10	i	-1	i	i	i	i	3	i	-19

Random excerpt: 7 entries already listed.
SMILES	RGS4 pot	Dyrk1A ADPGlo	KCNK9 block	GSK3B inh	RGS4 block	KCNQ1 pot	KCNK3 inh	PolyA inhibitor	GSK3 alpha inh	KCNQ1 block	hERG rescue
CCCCOC(=O)CN1C(=O)c2ccc(C(=O)OCCCC)cc2C1=O	i	-1	i	1	i	i	i	i	·	i	-9
CCCc1cc(-n2ccnc2)n2c(nc3ccccc32)c1C#N	i	10	i	-1	i	i	i	i	3	i	-19
CCN1C(=O)[C@@H]2[C@@H](c3ccc(-c4cccc(Cl)c4)c(OC)c3)N3CCCC[C@@]3(C(=O)OC)[C@@H]2C1=O	i	5	i	1	i	i	i	·	0	i	-13
CCOc1ccc(NS(=O)(=O)c2ccc3c(c2)N(C(C)=O)CCS3)cc1	i	2	i	2	i	i	i	i	6	i	-13
CCc1ccc(C2c3[nH]c4ccccc4c3CCN2C(=O)c2cc[n+]([O-])cc2)cc1 (stereo not given)	i	17	i	1	i	i	i	i	-3	i	-16
Cc1ccc(-c2nc(-c3nccc4ccccc34)oc2-c2ccccc2)cc1	i	-6	i	-1	i	i	i	i	0	i	-6
COC(=O)c1cc(-c2ccccc2)on1	i	-1	i	6	i	i	i	i	-2	i	-5

Compound activity as filed in PubChem BioAssay.
